hERG WT inh: blocks the wildtype human KCNH2 potassium channel | Q12809 | U2OS, BacMam KCNH2, thallium flux FluxOr; active compounds read low | activity change, % at 1.84 µM | actives 0.37% (n = 340,000);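 active means maximum activity change below -70%; inconclusive means maximum activity change between -70% and -50%; inactive means maximum activity change above -50%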; further: on the % scale 0 is the no-effect control and ±100 the full control effect
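U2OS cells transduced with wild-type KCNH2 virus are loaded with FluxOr dye for 45 min, and thallium flux is measured in kinetic reads before and after stimulation buffer. Rate constants are normalized to DMSO controls.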
Tb PFK block: blocks T. brucei phosphofructokinase; actives 0.17% (n = 330,000); Potency, µM (series often up to 57.5 µM), for inactives: top-dose activity, negative = inhibition, hits mostly inhibitors; T. brucei PFK, ADP-Glo luminescence;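 further: potency means the concentration at half of the fitted maximal effect; 0% = uninhibited 1x PFK enzyme wells and -100% = no-enzyme wells; nearly all actives have a fitted effect of over 60% in size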
Target sequence (O15648 whole entry, looked up): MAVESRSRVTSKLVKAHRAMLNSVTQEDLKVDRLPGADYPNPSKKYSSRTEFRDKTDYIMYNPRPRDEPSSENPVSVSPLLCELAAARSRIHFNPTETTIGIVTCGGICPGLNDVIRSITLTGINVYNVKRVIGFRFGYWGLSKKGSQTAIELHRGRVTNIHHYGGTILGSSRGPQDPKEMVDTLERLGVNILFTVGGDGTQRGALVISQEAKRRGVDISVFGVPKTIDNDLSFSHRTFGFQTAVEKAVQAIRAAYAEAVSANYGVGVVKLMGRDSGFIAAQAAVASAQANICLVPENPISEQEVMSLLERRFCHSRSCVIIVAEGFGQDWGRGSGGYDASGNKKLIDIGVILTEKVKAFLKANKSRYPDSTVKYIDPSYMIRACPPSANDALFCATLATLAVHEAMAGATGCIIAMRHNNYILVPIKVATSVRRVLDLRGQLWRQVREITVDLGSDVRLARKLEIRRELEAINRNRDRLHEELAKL
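PFK 1.25 nM, F6P 0.5 mM, ATP 0.1 mM, 0.1 M TEA pH 8.0, 5 mM MgCl2, 0.01% Tween20, 0.1% BSA; 45 min RT. ADP-Glo readout. qHTS titration up to 57 uM; curves fitted, compounds curve-classed.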
GALK inhibitor: blocks human galactokinase activity; P51570; actives 0.007% (n = 270,000); Purified GALK, Kinase-Glo residual ATP luminescence; Potency, µM (doses to about 57.5 µM), for the others: top-dose activity change, negative = inhibition, usual class: inhibitors; further: potency means the concentration at half of the fitted maximal effect; on the % scale 0 is the no-effect control and ±100 the full control effect
Target sequence (P51570 whole entry, looked up): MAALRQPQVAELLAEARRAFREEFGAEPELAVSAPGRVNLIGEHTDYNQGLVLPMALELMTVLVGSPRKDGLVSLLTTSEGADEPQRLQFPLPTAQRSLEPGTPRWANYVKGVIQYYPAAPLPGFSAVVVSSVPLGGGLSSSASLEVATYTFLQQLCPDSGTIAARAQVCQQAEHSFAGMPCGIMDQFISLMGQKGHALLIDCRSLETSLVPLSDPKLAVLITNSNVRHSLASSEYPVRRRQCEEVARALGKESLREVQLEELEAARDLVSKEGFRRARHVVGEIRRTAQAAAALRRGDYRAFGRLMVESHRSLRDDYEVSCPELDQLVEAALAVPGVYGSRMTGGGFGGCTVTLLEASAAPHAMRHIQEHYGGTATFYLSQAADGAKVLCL
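GALK at 5 nM final was combined with compound, 35 uM ATP and 100 uM galactose in HEPES pH8.0 with MgCl2 and DTT. The reaction ran one hour at room temperature before luminescent ATP detection.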
BCR signal inh: blocks chronic active B-cell receptor signaling. ABC-DLBCL IkBa-CBG/CBR reporter, luminescence ratio, 4 h. Potency, µM (top dose mostly 46.1 µM), inactives show top-dose ratio change, negative = lower green/red ratio, actives largely listed as inhibitors. actives 0.05% (n = 340,000). AID 493014; active means well fitted inhibition curve with a large enough effect in the signal ratio, with a control signal flat, not every such curve was filed as active; inconclusive means small, poorly fitted or top-dose-only effect, or effect the other way, or a change in a side signal; the % refers to the signal ratio;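 further: potency means the concentration at half of the fitted maximal effect; plate controls were basal doxycycline-induced cells for no effect and cells given 10 µM MG132 for full effect; MG132 reads +100%, hits lower the ratio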
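Cell line TMD8 (human ABC DLBCL), stably expressing tet-inducible CBG68-IkBa fusion and CBR; IMDM/0.5% FBS; cpd up to 46 uM; dox induction, 4 h, 37C/5% CO2; dual luminescence; green/red ratio; MG132 control.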
CXXC DNA block: inhibitors of human MLL CXXC domain-DNA interaction | actives 0.037% (n = 290,000) | Potency, µM (doses to about 115 µM), for the others: at the highest dose activity change, negative = inhibition, most hits filed as inhibitors | MLL-CXXC / FITC-HOXA9 DNA fluorescence polarization | AID 2662 | Q03164; active means well fitted inhibition curve with a large enough effect in the polarisation, with a control signal flat, not every such curve was filed as active; inconclusive means small, poorly fitted or top-dose-only effect, or effect the other way, or a change in a side signal; inactive means no such curve, though single readings can be large or run the other way; the % refers to the polarisation; further: potency means the concentration at half of the fitted maximal effect
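Steps: dispense CXXC domain solution (7 uM) → pin compounds or unlabeled HOX-A9 DNA control → 5 min ambient → add FLSN-HOX-A9 solution (50 nM) → spin → 30 min ambient → fluorescence polarization. Tris pH 7.5/NaCl/DTT/BSA buffer.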
Giardia kill: kills Giardia lamblia. Giardia lamblia trophozoite viability. activity change, % at 7.66 µM, hits read low. actives 0.15% (n = 340,000). AID 540267; in the data active means activity change below about -80%; inconclusive means between about -30% and that limit;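 further: parasites exposed to compound for two days anaerobically before the ATP read; on the % scale 0 is the no-effect control and ±100 the full control effect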
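Luminescent ATP signal served as the viability read-out, measured 15-30 min after adding ATP detection reagent to trophozoites that had been incubated with compounds for 48 hrs at 37 deg C anaerobically at 100 cells/well.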
TSHR antag: human thyrotropin receptor antagonism; P16473; TSHR-expressing cells, TSH-stimulated cAMP HTRF, 2 h; active compounds read low; activity change, negative = inhibition, % at 11.5 µM; actives 0.2% (n = 330,000);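 active means activity change below a set negative limit, meaning inhibition stronger than a set level, cut at about -70% in these data; inconclusive means activity change between two set negative limits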; further: on the % scale 0 is the no-effect control and ±100 the full control effect
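Freshly harvested TSHR cells receive pin-tooled compound, then EC80 TSH at 4nM final. After 2 hours at 37 deg C, antibody in lysis buffer and cAMP-d2 are added; 30 minutes at ambient temperature precede the HTRF read.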
A-T KAP1 phos: potential ataxia-telangiectasia treatments restoring KAP-1 phosphorylation; actives 0.19% (n = 320,000); […] A-T fibroblasts, KAP-1 phosphorylation AlphaLISA; neocarzinostatin DNA damage 30 min before lysis; Potency, µM (top dose mostly 57.5 µM), for inactives: at the top dose activation, hits mostly activators; further: potency means the concentration at half of the fitted maximal effect; % of control where 0% means no effect; nearly all actives have a fitted effect of over 45% in size
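hTERT-immortalized A-T patient fibroblasts ([…]), 500 cells/well in OPTI-MEM, 1% FBS, got compounds for 60 min, then NCS for 30 min at 37C. Lysates were then assayed for phospho-KAP-1 by AlphaLISA (anti-pKAP1 donor, anti-KAP1 acceptor beads), 6 hr at 25C.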
TCR act: activates T cell receptor signaling. primary human leukocytes, anti-CD3, IL-2 HTRF, 48 h. Potency, µM (top dose mostly 9.22 µM), for the others: at the highest dose activation of IL-2 secretion, usual class: activators. 330,000 tested, under 10 active; further: % of control where 0% means no effect
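Readout: HTRF IL-2, Eu-cryptate/d2 antibody pair, 320nm excitation, 665nm emission. Stimulus: a-CD3 beads, no co-stimulation. Cells: primary human leukocytes. Exposure: 48 hr with compound.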
Coupling enz: inhibits coupling enzyme system, counter-screen for aldolase hits | coupling enzyme system counterscreen, AmpLite Red fluorescence | activity change, negative = inhibition, % at 58.2 µM, hits read low | actives 0.67% (n = 290,000); in the data active means activity change below about -30%; further: on the % scale 0 is the no-effect control and ±100 the full control effect
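First, compound is pin-transferred into glyceraldehyde-3-phosphate coupling-enzyme reagent at 57.5 uM final and held 10 min at RT. Next, substrate, coupling system and AmpLite Red are added. After 20 min RT, fluorescence (525/598 nm) is read.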
An asterisk follows results filed as active; [ ] = dose if it differs, or a comment. Unless noted, the call rests on the fitted dose curve; in most records, active means well fitted curve in the direction sought with a large enough effect; inconclusive means small, poorly fitted or top-dose-only effect, or another doubt; inactive means no such curve, though single readings can be large; an effect the other way counts as inactive or inconclusive. Random draw from the library; 1.6% or so of the library scored in one or more.

Screening CCOC(=O)c1ccn(CSc2c(F)c(F)cc(F)c2F)n1 returned hERG WT inh -0.1, Tb PFK block -27.4%, BCR signal inh -1.3%, Giardia kill -15.9, TSHR antag -1.4, A-T KAP1 phos 5.3% and TCR act 6.5%.
Screening COc1cc(C)ccc1OCCOc1c(C)cccc1Cl returned hERG WT inh 15.4, Tb PFK block -1.2%, GALK inhibitor 1.1%, BCR signal inh inconclusive, CXXC DNA block -2.4%, Giardia kill -29.7, TSHR antag -4.7, A-T KAP1 phos 23.8%, TCR act -8.0% and Coupling enz -0.2.
Screening CC(C)CCN1CCC(Cc2ccccc2)(NC(=O)c2ccccc2)C1=O (stereo not drawn) returned hERG WT inh -29.6, Tb PFK block -5.0%, BCR signal inh 4.6%, Giardia kill 21.2, TSHR antag -10.7, A-T KAP1 phos 4.0% and TCR act -8.1%.
For Cc1nn(CC(=O)NCCc2ccc(Cl)cc2)c(C)c1[N+](=O)[O-] the results were hERG WT inh 0.3, Tb PFK block -0.2%, GALK inhibitor -1.0%, BCR signal inh -1.0%, CXXC DNA block -10.0%, Giardia kill 7.3, TSHR antag 2.5, A-T KAP1 phos 3.3%, TCR act 11.8% and Coupling enz 0.5.
For CSC1=N/C(=C\c2ccccc2F)C(=O)S1 the results were hERG WT inh -2.4, Tb PFK block 4.2%, GALK inhibitor 4.3%, BCR signal inh 1.7%, CXXC DNA block -18.0%, Giardia kill 0.3, TSHR antag 10.6, A-T KAP1 phos 20.6%, TCR act -1.0% and Coupling enz -0.6.
`CC1CCN(C(=O)c2ccc(S(=O)(=O)N3CCCC3)cc2)CC1` gave hERG WT inh -9.0, Tb PFK block -4.3%, BCR signal inh 4.3%, Giardia kill -9.0, TSHR antag -26.7, A-T KAP1 phos 0.6% and TCR act -1.2%.
For Cc1ccccc1C(C(=O)NC1CCCC1)N(C(=O)Cc1cccs1)c1ccc2c(c1)OCCO2 (stereo not drawn) the results were hERG WT inh 7.0, Tb PFK block 4.0%, BCR signal inh 0.6%, CXXC DNA block 9.0%, Giardia kill -12.5, TSHR antag -13.4, A-T KAP1 phos -2.7% and Coupling enz 3.5.
CCN(CC(=O)Nc1cc(Cl)ccc1C)C(=O)c1ccc(N2CCCC2=O)cc1 was read as hERG WT inh 13.6, Tb PFK block -4.5%, BCR signal inh 0.8%, Giardia kill 5.0, TSHR antag 0.7, A-T KAP1 phos 1.4% and TCR act -7.4%.
For OCCC1CN(Cc2cccn2-c2ncccn2)CCN1Cc1ccccc1 (stereo not drawn) the results were hERG WT inh 57.6, Tb PFK block 2.9%, GALK inhibitor -3.9%, BCR signal inh 8.2%, CXXC DNA block -9.7%, Giardia kill 35.5[activator], TSHR antag 4.9, A-T KAP1 phos -2.7%, TCR act -2.0% and Coupling enz -0.5.
For OCC[C@H]1C[C@H](O)[C@@H](O)[C@@]2(CCCc3ccccc3O2)O1 the results were hERG WT inh -13.0, Tb PFK block -13.6%, BCR signal inh -0.2%, Giardia kill -2.6, TSHR antag 9.5, A-T KAP1 phos 0.8% and TCR act -3.9%.
`Cc1ccc(-n2c(N)cc(=O)nc2SCC(=O)N2CCN(c3ccccc3)CC2)cc1` gave hERG WT inh -10.2, Tb PFK block -0.2%, GALK inhibitor 4.1%, BCR signal inh -0.5%, CXXC DNA block inconclusive, Giardia kill 15.8, TSHR antag 0.0, A-T KAP1 phos 0.1%, TCR act 5.2% and Coupling enz 0.2.
For CN(C)CCNC(=O)C(C(=O)c1ccccc1)n1ccccc1=O (stereo not drawn) the results were hERG WT inh 6.7, Tb PFK block 0.0%, GALK inhibitor -2.5%, BCR signal inh 3.9%, CXXC DNA block -4.6%, Giardia kill -2.5, TSHR antag -10.0, A-T KAP1 phos 0.4%, TCR act 7.3% and Coupling enz -0.9.
COc1cccc(NC(=O)Cn2cc(C(=O)C3CC3)c3ccccc32)c1 was read as hERG WT inh 3.1, Tb PFK block 1.8%, BCR signal inh -12.6%, Giardia kill -4.3, TSHR antag -9.3, A-T KAP1 phos 7.0% and TCR act -4.7%.
Screening Cc1nc(N)sc1C(=O)N/N=C/c1ccccc1[N+](=O)[O-] returned Tb PFK block -1.2%, GALK inhibitor 13.8%, BCR signal inh inconclusive, CXXC DNA block 0.8%, TSHR antag -12.8, A-T KAP1 phos -7.6% and Coupling enz 1.9.
Screening c1ccc(C2=NNC(=NC3CC3)SC2)cc1 returned hERG WT inh -2.2, Tb PFK block -27.3%, GALK inhibitor 11.8%, BCR signal inh inconclusive, CXXC DNA block inconclusive, Giardia kill -9.2, TSHR antag 21.4, A-T KAP1 phos -5.8%, TCR act -1.2% and Coupling enz 3.1.
O=C(Cn1cnc2c(nnn2Cc2ccc(F)cc2)c1=O)Nc1cccc(F)c1 was read as hERG WT inh -1.2, Tb PFK block -4.8%, GALK inhibitor 7.6%, BCR signal inh 8.8%, CXXC DNA block -2.9%, Giardia kill -25.6, TSHR antag 4.2, A-T KAP1 phos 0.2%, TCR act 11.8% and Coupling enz 0.5.
CCCCC(=O)Nc1nnc(/C=C/c2ccc(OC)cc2)s1 was read as hERG WT inh -9.9, Tb PFK block inconclusive, GALK inhibitor 3.0%, BCR signal inh 0.5%, CXXC DNA block 17.5%, Giardia kill 8.2, TSHR antag -3.3, A-T KAP1 phos 5.0% and Coupling enz -0.9.
Cc1ccc(Sc2ccc(CN3CCCC3)cc2[N+](=O)[O-])cc1 was read as hERG WT inh 17.2, Tb PFK block 4.4%, GALK inhibitor -0.3%, BCR signal inh 17.5%, CXXC DNA block -2.4%, Giardia kill -13.7, TSHR antag -9.5, A-T KAP1 phos -1.2%, TCR act -1.2% and Coupling enz 0.8.
COCC(C)n1c(C)cc(C(=O)CN2C(=O)NC(Cc3c[nH]c4ccccc34)C2=O)c1C (stereo not drawn) was read as hERG WT inh -1.7, Tb PFK block -0.7%, GALK inhibitor -3.8%, BCR signal inh inconclusive, CXXC DNA block -3.8%, Giardia kill 13.4, TSHR antag 10.4, A-T KAP1 phos -0.8%, TCR act -0.4% and Coupling enz 0.6.
For CCc1ccc2nc(NC(=O)Cn3cnc4ccccc4c3=O)sc2c1 the results were hERG WT inh 1.1, Tb PFK block -0.7%, GALK inhibitor 4.7%, BCR signal inh inconclusive, CXXC DNA block -16.5%, Giardia kill -4.1, TSHR antag -1.0, A-T KAP1 phos 2.5%, TCR act -0.5% and Coupling enz 0.2.
`O=C(O)CSCc1nc2scc(-c3ccccc3)c2c(=O)[nH]1` gave hERG WT inh 3.9, Tb PFK block -4.1%, GALK inhibitor -2.2%, BCR signal inh 3.9%, CXXC DNA block 16.0%, Giardia kill -2.9, TSHR antag -6.3, A-T KAP1 phos -2.5%, TCR act 2.1% and Coupling enz 6.1.
Screening Cc1ccc(S(=O)(=O)N2CCN(S(=O)(=O)N3CCCCC3)CC2)cc1C returned hERG WT inh 20.4, Tb PFK block 11.6%, GALK inhibitor -1.2%, BCR signal inh 1.0%, CXXC DNA block -1.8%, Giardia kill 10.8, TSHR antag -17.4, A-T KAP1 phos 4.6%, TCR act -19.3% and Coupling enz 4.0.
`COc1ccc(NC(=O)CSc2ccc(NC(C)=O)cc2)cc1S(=O)(=O)N1CCCCC1` gave hERG WT inh -7.9, Tb PFK block 3.0%, BCR signal inh 6.6%, CXXC DNA block 11.2%, Giardia kill -10.4, TSHR antag -7.1, A-T KAP1 phos 4.3%, TCR act -4.8%[46.1 µM] and Coupling enz 4.6.
`CCOC(=O)c1sc2ncn(CC(=O)NCC3CCCO3)c(=O)c2c1C` (stereo not drawn) gave hERG WT inh -4.1, Tb PFK block -10.9%, GALK inhibitor -0.4%, BCR signal inh 3.7%, CXXC DNA block 6.0%, Giardia kill 23.3, TSHR antag 3.6, A-T KAP1 phos 1.5%, TCR act 2.4% and Coupling enz 1.3.
Screening O=C1CCC/C(=N\NC(=O)c2ccc(COc3cccc4cccnc34)cc2)C1 returned hERG WT inh -5.9, Tb PFK block 0.1%, GALK inhibitor 1.8%, BCR signal inh -17.2%, CXXC DNA block 19.2%, Giardia kill 6.1, TSHR antag 3.4, A-T KAP1 phos -4.4%, TCR act -3.1%[46.1 µM] and Coupling enz 2.3.
For Cc1cccnc1NC(=S)Nc1ncccc1C the results were hERG WT inh 2.1, Tb PFK block -8.2%, GALK inhibitor 2.3%, BCR signal inh inconclusive, CXXC DNA block -1.3%, Giardia kill -22.0, TSHR antag 3.3, A-T KAP1 phos -3.4%, TCR act -3.5% and Coupling enz -0.8.
Screening CCOc1ccc(CCNC(=O)COC(=O)COc2cc(C)cc(C)c2)cc1OCC returned hERG WT inh 0.6, Tb PFK block 0.0%, BCR signal inh -0.1%, Giardia kill -14.0, TSHR antag -7.1, A-T KAP1 phos -1.8% and TCR act -0.1%.
For CCCNc1nc2c(c(=O)n(C)c(=O)n2C)n1Cc1cccc(C)c1 the results were hERG WT inh 2.7, Tb PFK block 1.6%, GALK inhibitor -0.3%, BCR signal inh inconclusive, CXXC DNA block 0.8%, Giardia kill -5.7, TSHR antag -17.2, A-T KAP1 phos 13.4%, TCR act -2.4% and Coupling enz 2.7.

Bioassay records (PubChem)
